15-hLO-2 inh: inhibitors of human 15-lipoxygenase 2 (ALOX15B); O15296; purified 15hLO-2, xylenol orange hydroperoxide absorbance; Potency, µM (top dose mostly 57.1 µM), without a hit: at the top dose activity change, negative = inhibition, usual class: inhibitors; 110,000 tested, 0.56% active; also: potency is read from the fitted curve at half-maximal effect; nearly all actives have a fitted effect of over 60% in size; many of its hits are not listed in these tables
Target sequence (O15296 whole entry, looked up): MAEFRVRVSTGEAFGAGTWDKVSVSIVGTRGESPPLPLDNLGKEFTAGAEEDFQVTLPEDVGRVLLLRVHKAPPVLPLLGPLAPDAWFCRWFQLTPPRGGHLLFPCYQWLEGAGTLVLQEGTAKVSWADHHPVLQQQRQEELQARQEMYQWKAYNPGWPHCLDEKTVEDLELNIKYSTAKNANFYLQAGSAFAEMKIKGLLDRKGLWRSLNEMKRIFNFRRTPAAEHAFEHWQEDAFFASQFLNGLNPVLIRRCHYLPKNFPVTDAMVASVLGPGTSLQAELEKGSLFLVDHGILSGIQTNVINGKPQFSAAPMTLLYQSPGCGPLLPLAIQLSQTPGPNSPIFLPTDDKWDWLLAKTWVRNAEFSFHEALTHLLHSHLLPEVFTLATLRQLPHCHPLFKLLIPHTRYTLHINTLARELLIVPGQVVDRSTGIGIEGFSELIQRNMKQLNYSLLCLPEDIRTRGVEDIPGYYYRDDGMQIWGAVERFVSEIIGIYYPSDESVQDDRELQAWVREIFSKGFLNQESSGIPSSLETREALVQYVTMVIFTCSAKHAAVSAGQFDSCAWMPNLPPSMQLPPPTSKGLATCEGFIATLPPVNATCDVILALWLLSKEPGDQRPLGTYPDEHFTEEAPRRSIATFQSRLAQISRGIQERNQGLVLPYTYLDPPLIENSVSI
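Enzyme 50 nM, AA 45 uM, 25 mM Hepes pH 7.5 + 0.01% Triton X-100; cpd preinc 15 min RT, rxn 90 min RT; stop/detect with 200 uM XO + 300 uM Fe(II) in 50 mM H2SO4, 30 min; A573/A405.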
IMPase inh: membrane-permeable compound that blocks inositol monophosphatase; inhibition (IP1 accumulation), % at 46.1 µM; 120,000 tested, under 10 active; CHO-M1 cells, IP1 accumulation, HTRF TR-FRET ratio; AID 901; P97697; active = well fitted curve in the direction sought with a large enough effect in the signal ratio, not every such curve was filed as active; inconclusive = small, poorly fitted or top-dose-only effect, or a change in a side signal; inactive = no such curve, though single readings can be large or run the other way; the % refers to the signal ratio;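 also: cells stimulated with carbachol in lithium chloride buffer; plate controls were DMSO basal wells for no effect and reference inhibitor wells for full effect; higher means more IMPase inhibition seen as more IP1 and lower FRET ratio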
Target sequence (P97697 whole entry, looked up): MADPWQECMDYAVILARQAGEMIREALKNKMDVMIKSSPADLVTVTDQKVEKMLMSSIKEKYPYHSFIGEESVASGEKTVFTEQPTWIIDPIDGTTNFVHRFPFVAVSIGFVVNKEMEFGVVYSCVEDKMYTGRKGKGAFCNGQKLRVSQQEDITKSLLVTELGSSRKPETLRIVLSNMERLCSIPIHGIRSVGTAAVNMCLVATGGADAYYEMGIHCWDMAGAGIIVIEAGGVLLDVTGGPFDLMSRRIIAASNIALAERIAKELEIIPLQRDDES
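The IP-One HTRF competitive assay in carbachol-stimulated CHO-M1 cells quantifies cellular IP1. Compounds spanned up to 46 uM final, and activity is expressed as AC50 from concentration-response fits of the ratio and donor data.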
PNC assembly inh: blocks assembly of the perinucleolar compartment; 140,000 tested, 3.1% active; activity change (PNC), negative = inhibition, % at 10 µM; AID 2417; PC3M PTB-GFP, PNC prevalence imaging, 16 h; hits give low values;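 active = readout at or below -70, meaning at least 70% loss of cells showing the perinucleolar compartment, a nuclear body marking cancer cells; inconclusive = readout between -30 and a set limit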;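 also: plate controls were DMSO wells for no effect and camptothecin positive control wells for full effect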
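Read-out is percentage of cells bearing a perinucleolar compartment, from automated 20x imaging of fixed, Hoechst-stained PC3M PTB-GFP cells. Cells were seeded 4 h, then exposed 16 h to compound (23 nl of library stock) in duplicate plates.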
ALOX12 inhib: blocks human 12-lipoxygenase activity; purified 12-hLO, xylenol orange hydroperoxide absorbance; P18054; 150,000 tested, 0.12% active; AID 1452; Potency, µM (highest dose often 57.1 µM), for inactives: top-dose activity change, negative = inhibition, actives largely listed as inhibitors; also: potency is read from the fitted curve at half-maximal effect; nearly all actives have a fitted effect of over 55% in size; many of its hits are not listed in these tables
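Hydroperoxide output read as Fe(III)-xylenol orange absorbance, 573-to-405 nm ratio, after 30 min reaction with 40 uM arachidonic acid. Enzyme: 150 nM purified human 12hLO, 15 min compound preincubation; 25 mM Hepes pH 7.0, room temperature.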
Numbers without * were called inactive; ? = inconclusive; . = not tested or not shown; [ ] = dose if it differs, or a comment. Unless noted, calls follow the shape of the dose curve; as a rule, active = well fitted curve in the direction sought with a large enough effect; inconclusive = small, poorly fitted or top-dose-only effect, or another doubt; inactive = no such curve, though single readings can be large; an effect the other way counts as inactive or inconclusive. Unless noted, % is scaled to controls: 0 for no effect and ±100 for the full control effect. Some of the compounds tested, so the mix of outcomes need not match the whole.

1	O=C(NCCN=C1NS(=O)(=O)c2ccccc21)c1ccco1
2	Cn1c(=O)c2ncn(CC(=O)Nc3ccc4c5c(cccc35)CC4)c2n(C)c1=O
3	CCN(CC)S(=O)(=O)c1ccc(C(=O)Nc2cc3oc4ccccc4c3cc2OC)cc1
4	CN(C)c1ccnc(Oc2ccc(F)cc2)c1C#N
5	C/C(CC(=O)Nc1ccccc1C)=N\NC(=O)Cc1csc(N)n1
6	CN(c1ccc(F)cc1)S(=O)(=O)c1ccc(Cl)c(C(=O)Nc2ccc3c(c2)CCC3)c1
screen / no.	1	2	3	4	5	6
15-hLO-2 inh	-3%	11%[2.29 µM]	.	6%	7%	.
IMPase inh	3	9	.	6	1	1
PNC assembly inh	13	-11	12	41	-13	-21
ALOX12 inhib	7%	-2%	-3%	-2%	2%	-2%

7	COC(=O)C1=C(CN2CCCc3ccccc32)NC(=O)NC1c1ccc(F)cc1 (stereo not given)
8	Cc1nc(SCC(=O)Nc2c(C)n(C)n(-c3ccccc3)c2=O)n[nH]1
9	COc1cc2c(cc1OC)CN(c1nc(CN3CCCCC3)nc3sc4c(c13)CCCC4)CC2
10	O=C(Nc1cnc2ccccc2c1)N1CCCCC1
11	CCOc1ccc(-c2cc(CCCC(=O)NCCc3ccc(OC)c(OC)c3OC)no2)cc1
12	CCCCNC(=O)C1CCN(Cc2ccc(OCc3ccccc3)cc2)CC1
screen / no.	7	8	9	10	11	12
15-hLO-2 inh	12%	.	.	3%	-3%	.
IMPase inh	22	5	.	-2	4	-14
PNC assembly inh	10	?	?	-8	17	-30
ALOX12 inhib	-8%	-2%	2%	3%	-1%	7%

13	Nc1cccc2cc(S(=O)(=O)Nc3ccc(C(=O)O)cc3)ccc12
14	CC(=O)OC1c2ccccc2C(=O)N1Cc1ccccc1 (stereo not given)
15	Cc1ccc(NS(C)(=O)=O)c(C(=O)c2ccccc2)c1
16	COC(=O)CSc1nnc([C@H](Cc2ccccc2)NC(=O)OC(C)(C)C)o1
17	CCCCC(=O)NC(NC(=S)N1CCOCC1)C(Cl)(Cl)Cl (stereo not given)
18	CCn1nnnc1SCC(=O)N1c2ccccc2Sc2ccccc21
screen / no.	13	14	15	16	17	18
15-hLO-2 inh	-9%[11.4 µM]	2%	0%	-6%	-17%	.
IMPase inh	.	3	0	2	5	15
PNC assembly inh	.	-25	-10	68	?	0
ALOX12 inhib	-8%[11.4 µM]	4%	6%	-5%	1%	0%

19	COc1ccc(NC(=O)C2CCCN(c3c4c(nc5ncnn35)CCC4)C2)cc1OC (stereo not given)
20	O=S(=O)(/N=C/c1ccccc1O)c1cccs1
21	Cc1cc(N/N=C/c2ccc(Cl)cc2Cl)nc(NCc2ccccc2)n1
22	O=C(OCc1ccc(Cl)c(Cl)c1)c1cnccn1
23	CC(C)(C)c1ccc(-c2noc(CCC(=O)NCC3CCCO3)n2)cc1 (stereo not given)
24	O=C(Nc1ccc(-c2nc3ccccc3[nH]2)cc1)c1ccccc1NS(=O)(=O)c1ccc(F)cc1
screen / no.	19	20	21	22	23	24
15-hLO-2 inh	7%	-1%	.	-3%	-4%	.
IMPase inh	3	1	.	-1	0	.
PNC assembly inh	12	-29	-14	17	9	?
ALOX12 inhib	-5%	-1%	2%	8%	2%	-1%

25	CC1(C)CC(=O)C2=C(C1)N1C(=C(C#N)C2c2ccc(Cl)cc2)N=C(N)c2ccccc21 (stereo not given)
26	COc1ccc(S(=O)(=O)NCc2ccco2)cc1-c1nnc2c3ccccc3c(C)nn12
27	Cc1cccc(/C=N/NC(=O)NC2CCCCC2)c1
28	Cc1cc(C)n2nc(S(=O)(=O)NCCc3ccccc3)nc2n1
29	COc1ccc(S(=O)(=O)Nc2ccc3c(c2)OCCO3)cc1Cl
30	COc1cc2[nH]c(=S)n(NC(=O)c3ccccc3)c(=O)c2cc1OC
screen / no.	25	26	27	28	29	30
15-hLO-2 inh	.	0%	.	10%	-9%	-2%
IMPase inh	.	13	.	9	-3	-28
PNC assembly inh	31	15	?	3	-28	?
ALOX12 inhib	-28%	3%	0%	1%	-7%	-2%

The final 2 records of the part before lead into the next:
29	COc1ccc(S(=O)(=O)Nc2ccc3c(c2)OCCO3)cc1Cl
30	COc1cc2[nH]c(=S)n(NC(=O)c3ccccc3)c(=O)c2cc1OC
31	O=C(Cn1nnc2ccccc21)N/N=C\c1cccs1
32	CCc1c(C#N)c(N)nc(SCC(=O)OCc2ccccc2)c1C#N
33	CCn1ncc(Br)c1C(=O)Nc1cc(C)cc(C)c1
34	Cc1cc2nnc(SC(C)C)n2c2ccccc12
35	O=C(N/N=C/c1c[nH]c2ccccc12)c1cc(-c2ccc(-c3ccccc3)cc2)n[nH]1
36	Cc1ccccc1NC(=O)CSc1nc(Nc2ccccc2)nc(N2CCOCC2)n1
screen / no.	29	30	31	32	33	34	35	36
15-hLO-2 inh	-9%	-2%	.	1%	.	.	-28%	13%
IMPase inh	-3	-28	1	0	.	7	18	-8
PNC assembly inh	-28	?	48	-23	-17	3	-13	28
ALOX12 inhib	-7%	-2%	-4%	1%	3%	-6%	5%	8%

Single entries from above:
For PNC assembly inh, O=C(Cn1nnc2ccccc21)N/N=C\c1cccs1 shows 48
For 15-hLO-2 inh, O=C(N/N=C/c1c[nH]c2ccccc12)c1cc(-c2ccc(-c3ccccc3)cc2)n[nH]1 shows -28%
For ALOX12 inhib, Cc1ccccc1NC(=O)CSc1nc(Nc2ccccc2)nc(N2CCOCC2)n1 shows 8%
For ALOX12 inhib, CCn1ncc(Br)c1C(=O)Nc1cc(C)cc(C)c1 shows 3%
For PNC assembly inh, CCc1c(C#N)c(N)nc(SCC(=O)OCc2ccccc2)c1C#N shows -23

Further results
37	CSc1nccc(N2CCN(c3ccc(F)cc3)CC2)n1
38	O=C(CCCn1c(SCC(=O)NC2CCCCC2)nc2ccccc2c1=O)NCC1CCCO1 (stereo not given)
39	CCOc1ccc(CC2S/C(=N/c3ccccn3)NC2=O)cc1 (stereo not given)
40	CCOC(=O)N1CCN(c2ccc3nnnn3n2)CC1
41	O=C(NCc1cccnc1)c1cc(Sc2ccccc2Cl)nc2ccccc12
42	COc1ccc(-c2nnn(CC(=O)N(C3CCCC3)C(C)C(=O)NC3CCCC3)n2)cc1OC (stereo not given)
screen / no.	37	38	39	40	41	42
15-hLO-2 inh	.	-8%	-6%	9%	.	-7%
IMPase inh	.	?	4	6	.	5
PNC assembly inh	?	-8	14	4	-24	?
ALOX12 inhib	-3%	-2%	-14%	0%	-5%	-4%

43	Cc1cc(C(=O)CSC(C)c2nc3ccccc3c(=O)[nH]2)c(C)n1C (stereo not given)
44	CC(=O)c1ccc(-n2c(-c3cc(-c4ccco4)[nH]n3)n[nH]c2=S)cc1
45	Cc1ccc(NC(=O)Nc2ccccc2)c(Br)c1
46	CCSC1=C(C#N)C(c2cccs2)C(C(=O)OC)=C(C)N1 (stereo not given)
47	CCC(Sc1nc2n[nH]c(C)c2c(=N)n1-c1cccc(Cl)c1)C(=O)NCCOC (stereo not given)
48	COC(=O)C(Sc1nc(C)cc(C)c1C#N)c1ccccc1 (stereo not given)
screen / no.	43	44	45	46	47	48
15-hLO-2 inh	2%	?	.	-15%	-8%	-5%
IMPase inh	2	6	-6	6	-2	12
PNC assembly inh	6	30	?	18	?	61
ALOX12 inhib	-7%	-8%	-1%	-8%	-8%	-11%

Shown with two lines to a compound: 7 of the compounds above.
Order of results: 15-hLO-2 inh	IMPase inh	PNC assembly inh	ALOX12 inhib
#30 COc1cc2[nH]c(=S)n(NC(=O)c3ccccc3)c(=O)c2cc1OC
    -2%	-28	?	-2%
#31 O=C(Cn1nnc2ccccc21)N/N=C\c1cccs1
    .	1	48	-4%
#32 CCc1c(C#N)c(N)nc(SCC(=O)OCc2ccccc2)c1C#N
    1%	0	-23	1%
#33 CCn1ncc(Br)c1C(=O)Nc1cc(C)cc(C)c1
    .	.	-17	3%
#34 Cc1cc2nnc(SC(C)C)n2c2ccccc12
    .	7	3	-6%
#35 O=C(N/N=C/c1c[nH]c2ccccc12)c1cc(-c2ccc(-c3ccccc3)cc2)n[nH]1
    -28%	18	-13	5%
#36 Cc1ccccc1NC(=O)CSc1nc(Nc2ccccc2)nc(N2CCOCC2)n1
    13%	-8	28	8%

(cont.)
49	S=C(Nc1cccnc1)NC1CCCCCCC1
50	CN(CC(=O)OCC(=O)NCc1ccccc1)S(=O)(=O)c1ccc(Cl)cc1
51	O=C(Nc1ccc(S(=O)(=O)N2CCCC2)cc1)c1ccc(CN2CCOCC2)cc1
52	Cc1c(Cc2ccccc2)sc(NC(=O)/C=C/c2cccc3ccccc23)c1C(N)=O
53	COC(=O)COc1ccc(S(=O)(=O)NCCC2=CCCCC2)cc1
54	CC(C)CNC(=O)c1cccc(NC(=O)c2ccco2)c1
screen / no.	49	50	51	52	53	54
15-hLO-2 inh	.	.	1%	.	-6%[11.4 µM]	-2%
IMPase inh	.	.	17	-5	-7[1.84 µM]	3
PNC assembly inh	-12	?	?	?	10	0
ALOX12 inhib	-1%	0%	-1%	4%	7%	2%

55	O=C(NC1CCCC1)c1cccc(NC(=O)c2ccco2)c1
56	COc1ccc(C(N)=O)cc1NC(=O)c1cccc(F)c1
57	[O-][n+]1onc2c1CCC1N(O)C(c3ccccc3)CC21O (stereo not given)
58	CSc1cccc(NS(=O)(=O)c2cccc3nsnc23)c1
59	COC(=O)c1c(C)oc2ccc(NS(=O)(=O)c3cccs3)cc12
60	CC(OC(=O)c1cccs1)C(=O)Nc1nc(-c2ccccc2)cs1 (stereo not given)
screen / no.	55	56	57	58	59	60
15-hLO-2 inh	4%	.	-19%	-7%	-10%	.
IMPase inh	-1	-1	1	16	9	-2
PNC assembly inh	35	70	28	11	-27	14
ALOX12 inhib	2%	6%	-6%	-14%	0%	0%

61	CC(C)c1[nH]nc2c1C(C(C)C)C(C#N)=C(N)O2 (stereo not given)
62	N#Cc1cccc(NC(=O)N2CCC3(CC2)CCN(C(=O)c2csnn2)CC3)c1
63	O=C(Nc1cn(-c2ccccc2)nc1-c1ccc(F)cc1)c1ccccc1
64	O=C(c1n[nH]c(=O)c2ccccc12)N1CCN(c2ccccc2Cl)CC1
65	O=C(NCC1CCCO1)C1CCN(CC2CCCCC2)CC1 (stereo not given)
66	CNC1=C(Br)C(=O)c2ccncc2C1=O
screen / no.	61	62	63	64	65	66
15-hLO-2 inh	-6%	-4%	.	6%	-8%	-30%
IMPase inh	-17	.	-10	7	?	.
PNC assembly inh	?	.	-28	?	-3	.
ALOX12 inhib	-1%	0%	5%	-1%	0%	-9%

67	CC(C)CC(=O)NC(=S)Nc1ccc(Cl)cn1
68	CCOC(=O)Cc1cc(=O)n2[nH]c(-c3ccc(Cl)cc3)cc2n1
69	Cc1cc(C)cc(N(CC(=O)NCC2CCCO2)C(=O)CCC(=O)Nc2cc(C)on2)c1 (stereo not given)
70	Cc1ccc(NC(=O)c2cc(C)n(-c3cccc(C)c3)c2C)cc1
71	CN(CC(=O)Nc1ccccc1N1CCOCC1)S(=O)(=O)c1ccc(F)cc1
72	CCC(C)NS(=O)(=O)c1ccc(NS(=O)(=O)c2ccc(F)cc2)cc1 (stereo not given)
73	Cc1ccccc1C(=O)/C=C1/c2ccccc2CC(C)(C)N1C
screen / no.	67	68	69	70	71	72	73
15-hLO-2 inh	.	-2%	-8%	.	?	-1%	.
IMPase inh	2	1	4	.	4	0	2
PNC assembly inh	86	?	-82*	?	52	?	53
ALOX12 inhib	-5%	-2%	-1%	-1%	-1%	4%	6%

Source: PubChem
